Screening data: PubChem BioAssay, several laboratories
ARFGAP1 inh – inhibits rat ARF GTPase activating protein 1; Q62848; AID 651572; 360,000 tested, 0.26% active; inhibition, % at 16.5 µM; Arfgap1-stimulated ARF1 GTP hydrolysis, GDP FP detection;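 active = inhibition above a per-plate limit, mean inhibition of low control wells plus 3 SD, cut at about 25% in these data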;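 note: 0% = DMSO wells with enzyme and 100% = wells lacking Arfgap1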
Target sequence (Q62848 1-136 limits assumed): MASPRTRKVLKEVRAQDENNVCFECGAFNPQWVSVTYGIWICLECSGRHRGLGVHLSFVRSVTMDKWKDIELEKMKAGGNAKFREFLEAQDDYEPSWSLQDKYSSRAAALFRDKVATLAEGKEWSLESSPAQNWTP
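Repeats: one replicate per compound; assay system: rat Arfgap1 catalytic domain, aa 1-136; times: enzyme reaction 120 min at 25 °C after 20 min preincubation; detection: FP of antibody-bound GDP Alexa 633 tracer, ex 620/em 688 nm; benchmarks: high control wells lacking Arfgap1, low control full reaction with DMSO; reagent: human ARF1(Δ1-17)-GTP substrate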
KLK7 zymogen act – activates the human kallikrein-7 zymogen | P49862 | purified proKLK7, EDANS-DABCYL substrate fluorescence; 100% is mature enzyme control, 0% vehicle | activation, % at 7 µM | 370,000 tested, 0.9% active | AID 652039;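 active = activation above the mean of all tested compounds plus 3 SD, computed per campaign excluding outliers beyond control limits, cut at about 13% in these data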
Target sequence (P49862 whole entry, looked up): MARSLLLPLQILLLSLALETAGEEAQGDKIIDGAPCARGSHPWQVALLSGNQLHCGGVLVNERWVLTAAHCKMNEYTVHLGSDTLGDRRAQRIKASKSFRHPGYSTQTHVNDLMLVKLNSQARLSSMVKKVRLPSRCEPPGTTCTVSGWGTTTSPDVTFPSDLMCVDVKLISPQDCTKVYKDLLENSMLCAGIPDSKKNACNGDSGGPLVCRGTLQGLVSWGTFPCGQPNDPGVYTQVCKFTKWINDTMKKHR
Rev-erbA mod – modulators of human Rev-erb alpha DNA binding | activity, % at 10 µM | 370,000 tested, 0.79% active | P20393 | Rev-erbα–FITC-DNA binding, fluorescence polarization, 90 min;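 active = activity above about 14%, limit read from the data; passing the limit was not always enough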;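 note: 0% = DMSO wells with 35 nM protein and 100% = DMSO wells with 750 nM protein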
UHRF1 binding – blocks human UHRF1 binding to methylated DNA; Q96T88; UHRF1 binding to methylated oligo, TR-FRET; inhibition, % at 4.4 µM; 370,000 tested, 0.75% active; in the data active = inhibition above about 21%;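 note: UHRF1 SRA domain binding a hemimethylated CpG hairpin DNA probe; 0% = median of test compound wells and 100% = reference inhibitor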
sPLA2-III inh – Inhibits HGIII-sPLA2 liposome hydrolysis, primary screen. Q9NZ20. 370,000 tested, 0.56% active. QFRET BODIPY PC-A2 liposome hydrolysis, fluorescence. inhibition, % at 12.2 µM;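 active = inhibition above mean plus 3 SD of compounds lying within the high and low control bounds, cut at about 19% in these data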;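 note: 0% = median of test compound wells and 100% = no enzyme DMSO wells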
PLC-gamma1 inh – PLC-gamma1 (human) inhibition, primary screen. P19174. AID 720700. purified PLC-gamma1, fluorogenic substrate, fluorescence. 370,000 tested, 0.84% active. inhibition, % at 12.2 µM; in the data active = inhibition above about 9.5%
PLC-beta3 inh – blocks human PLC-beta3 enzyme activity; 370,000 tested, 0.18% active; AID 720704; Q01970; inhibition, % at 12.2 µM; Purified PLC-beta3, fluorogenic substrate, fluorescence; in the data active = inhibition above about 11%;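 note: 0% = median of compound wells on plate and 100% = full blocker control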
DDE Tn7 FP inh – DD(E)-Tn7 binding inhibition, primary FP screen | inhibition, % at 8.3 µM | FP displacement of FITC-Tn7 peptide from fibrin DD(E); 0% = median of compound wells per plate | P02675 | 370,000 tested, 0.13% active;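 active = inhibition above the mean of compounds falling within the control limits plus 3 SD of them, cut at about 14% in these data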;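 note: 0% = plate median of compound wells and 100% = 10 µM Aha-Tn7 peptide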
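Test system – human fibrin DD(E) · Times – 10 min preincubation, 3 h with tracer, room temperature · Detection – fluorescence polarization of the labelled Tn7 tracer · Measure – percent inhibition normalized to high-control wells · Benchmarks – high control wells with 10 µM unlabelled Aha-Tn7 peptide (full inhibition) · Repeats – singlicate testing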
DDE Tn6 FP inh – inhibitors of Tn6 peptide binding to human fibrin DD(E) | Fibrin DD(E) TRITC-Tn6 fluorescence polarization displacement | inhibition, % at 8.3 µM | 370,000 tested, 0.21% active | AID 720509;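 active = inhibition above a per-campaign cutoff: mean of compounds within control limits plus 3 SD, cut at about 15% in these data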;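 note: 0% = median of all compound wells on the plate and 100% = blocking peptide control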
ASAP1 inh – blocks human ASAP1-stimulated Arf1 GTP hydrolysis. Q9ULH1. inhibition, % at 16.5 µM. GDP FP detection. 360,000 tested, 0.19% active; in the data active = inhibition above about 25%;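 note: 0% = vehicle with enzyme and substrate and 100% = no enzyme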
Target sequence (Q9ULH1 325-724 limits assumed): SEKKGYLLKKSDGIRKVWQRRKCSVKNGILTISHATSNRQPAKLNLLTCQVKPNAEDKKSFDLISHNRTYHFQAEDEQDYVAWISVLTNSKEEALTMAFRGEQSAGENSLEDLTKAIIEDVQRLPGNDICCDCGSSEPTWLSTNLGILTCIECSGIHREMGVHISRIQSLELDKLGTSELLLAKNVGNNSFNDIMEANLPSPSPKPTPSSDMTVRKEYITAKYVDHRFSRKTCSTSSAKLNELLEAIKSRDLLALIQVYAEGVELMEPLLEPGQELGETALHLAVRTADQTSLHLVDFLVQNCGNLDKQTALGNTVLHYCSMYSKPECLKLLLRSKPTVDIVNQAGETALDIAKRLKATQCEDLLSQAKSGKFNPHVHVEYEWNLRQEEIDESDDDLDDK
An asterisk follows results filed as active; i = inactive; nt = not tested or not shown.

SMILES | ARFGAP1 inh | KLK7 zymogen act | Rev-erbA mod | UHRF1 binding | sPLA2-III inh | PLC-gamma1 inh | PLC-beta3 inh | DDE Tn7 FP inh | DDE Tn6 FP inh | ASAP1 inh
C[C@@H](C(=O)OCC(=O)c1ccc(F)c(F)c1)N1C(=O)C2CCCCC2C1=O (some centres undefined) | 0 | 0.5 | -6 | -2 | -4 | 0 | -5 | 3 | -1 | -6
CCOC(=O)CN(C(=O)CSc1nnc(-c2ccncc2)n1CCCOC)c1ccccc1 | 10 | -0.5 | -5 | 1 | 5 | -2 | -5 | 5 | 2 | -9
CN(CC(=O)Nc1ccccc1Cl)C(=O)CSC(=S)N1CCCC1 | -6 | 0.3 | -5 | -1 | -3 | -2 | -8 | 6 | 14 | -12
O=C(NCc1ccccc1F)Nc1ccc([N+](=O)[O-])cc1 | 13 | 0.3 | -1 | 3 | -2 | 2 | 0 | 1 | 3 | -5
Cc1cccc(NNC(N)=S)c1 | 6 | 0.2 | 5 | 0 | 7 | 1 | -2 | -7 | 0 | -6
O=c1[nH]c2cc(Cl)c(Cl)cc2o1 | 3 | -0.1 | 6 | -2 | -16 | -1 | -4 | -2 | -3 | 18
CCN(CC)C(=O)CSc1nc2c(sc(=S)n2-c2ccccc2)c(=O)n1Cc1ccco1 | -2 | -0.1 | 0 | 0 | -11 | 1 | 3 | -2 | -6 | 8
O=C(Cn1ccc2ccccc2c1=O)NCCC(=O)Nc1ccc2c(c1)OCCO2 | 7 | 0.8 | -3 | 0 | 4 | -4 | 1 | -1 | 4 | -5
N#CC1(NC(=O)CSc2nnc(-c3ccccc3F)n2N)CCCCC1 | -6 | -0.6 | 2 | -1 | 6 | 3 | -4 | 3 | -1 | -1
O=C(CN1C(=O)NC(c2ccccc2)(c2ccccc2)C1=O)Nc1ccc2[nH]c(=O)[nH]c2c1 | 16 | 0.4 | 0 | 1 | -3 | -1 | -15 | 2 | -6 | -4
COCCCN1C(=O)C(CC(=O)NC(c2ccccc2)c2ccccc2)CC(C(=O)N2CCCCCC2)=C1C (centres undefined) | 9 | 0.1 | 2 | 1 | 4 | 1 | 4 | -5 | 4 | 7
Cc1ccc(CNC(=O)C2CCC(=O)N2Cc2ccccc2Cl)cc1 (centres undefined) | 1 | 0.6 | -4 | 1 | 3 | -3 | -3 | 2 | 2 | 9
NC(=O)C[n+]1ccc(/C=N/O)cc1 | 2 | -0.3 | -5 | 26* | -3 | -2 | 0 | -4 | -10 | -5
COc1ccc(S(=O)(=O)Nc2ccc(S(=O)(=O)N3CCCCC3)cc2)cc1OC | -2 | -0.3 | 3 | -2 | -5 | 0 | 2 | 3 | -4 | -2
O=C(COC(=O)c1ccc(O)cc1)Nc1cc(S(=O)(=O)N2CCOCC2)ccc1Cl | 0 | 0.1 | 7 | -2 | -10 | 1 | 3 | 0 | -2 | 8
C/C(=N\NC(=O)C1CC1)c1ccc(N2CCOCC2)cc1 | -1 | -0.1 | 2 | 2 | 0 | 0 | -6 | -2 | 4 | -3
COc1ccc(C(=O)N2CCN(c3cccc(Cl)c3)CC2)c(OC)c1 | -3 | -0.3 | 0 | -2 | -8 | 0 | 0 | 12 | 13 | -2
CC(C#N)(NC(=O)CN1CCN(S(=O)(=O)c2cccc(F)c2)CC1)C1CC1 (centres undefined) | 4 | 0.5 | 0 | -2 | 2 | -2 | 0 | -8 | -4 | 11
CSCCC(NC(=O)c1ccco1)C(=O)NCC(c1ccccc1)N(C)C (centres undefined) | 4 | 0.0 | 3 | 0 | 12 | 2 | -7 | -3 | 2 | -1
COc1ccc(NC(=O)Cc2c(F)c(F)c(F)c(F)c2F)cc1OC | 4 | 0.0 | 9 | 6 | 0 | 5 | -2 | -2 | 2 | 8
COc1cc2c(cc1OC)C(c1ccc(Br)cc1)NCC2 (centres undefined) | -5 | -0.1 | -2 | 1 | 18 | -2 | -5 | 2 | -4 | 0
Cc1ccc(NC(=O)COC(=O)c2ccc(S(=O)(=O)N3CCCCC3)cc2)cc1 | 7 | -0.1 | 0 | 4 | 2 | 3 | 2 | -10 | 0 | -6
CC(C)(C)OC(=O)CN1c2cccc3cccc(c23)S1(=O)=O | 1 | 13* | 3 | -1 | -1 | -178 | -234 | -3 | 2 | 4
Cc1c(-c2nc(-c3ccncc3)no2)cccc1[N+](=O)[O-] | 8 | 0.1 | -7 | -2 | -8 | -2 | -9 | 2 | -5 | 18
CC(Sc1nc2ccccc2c(=O)n1C)C(=O)Nc1ccc2c(c1)OCCO2 (centres undefined) | 0 | 0.3 | 27* | 2 | 10 | -2 | -3 | 5 | -1 | -7
CCCCN1Cc2cc(C(=O)c3cc(OC)ccc3O)cnc2NC1=O | -2 | -0.7 | 9 | -3 | -7 | -14 | -21 | -1 | -6 | -3
CCN(CC)S(=O)(=O)c1cccc(C(=O)OCC(=O)NC(C)c2ccccc2)c1 (centres undefined) | 6 | -0.1 | -9 | -1 | -2 | 2 | 1 | 4 | 0 | -1
O=C(COc1cccc(C(F)(F)F)c1)Nc1cccnc1 | -12 | -0.3 | -5 | 3 | 5 | 4 | 0 | -1 | 2 | 4
CCCCn1c(=N)n(CC(=O)O)c2ccccc21 | -7 | -0.2 | -1 | 0 | 0 | -1 | 2 | -2 | 4 | -15
CCCSC1=C(C#N)C(c2ccc(OC)cc2)C2=C(CC(C)(C)CC2=O)N1 (centres undefined) | 7 | 16* | 1 | 3 | -17 | -54 | -71 | -5 | -4 | 4
COc1ccc(N(CC(=O)NC2CCCCC2)C(=O)CNC(=O)c2ccco2)c(OC)c1 | -5 | 0.4 | -6 | -1 | 3 | -3 | 2 | -1 | -4 | 6
CCN(CC)c1ccc(-c2c(C#N)c(N)nc(OC)c2C#N)cc1 | 12 | -2.4 | 178* | -2 | 9 | i | i | -1 | -5 | -1
COC(=O)c1c(-c2ccc(F)cc2)csc1NC(=O)c1ccco1 | 1 | -0.4 | 27* | 0 | 1 | -29 | -38 | 6 | -5 | -13
COCCNC(=O)C1CCN(S(=O)(=O)c2ccccc2)CC1 | -3 | 0.5 | -3 | -3 | -2 | 0 | -1 | 1 | -2 | 3
Cc1ccc(S(=O)(=O)N2CCCCC2)cc1NC(=O)c1ccccn1 | -2 | 0.0 | -4 | -1 | -5 | -1 | -6 | 4 | -1 | -1
Cc1onc(-c2ccccc2)c1-c1nnc(COC(=O)c2ccc(O)cc2)o1 | 16 | -0.2 | -4 | 2 | -29 | 1 | -3 | -5 | -6 | 3
Cc1c(CC(=O)N2CCC(C(=O)O)CC2)c(=O)oc2cc3c(cc12)CCC1(CCCCC1)O3 | 7 | 8.6 | -5 | 0 | -6 | -106 | -159 | 7 | 0 | 6
COc1ccc(Cc2noc(CN3CCCN(Cc4ccc(F)cc4)CC3)n2)cc1OC | 7 | 0.4 | 0 | 2 | -2 | 0 | -2 | 0 | -3 | 12
CC1CN(C=O)CC(C)N1CCN1C(C)CN(C=O)CC1C (centres undefined) | -17 | 0.0 | -5 | 0 | 14 | 0 | -1 | 7 | 0 | -11
COc1ccc(C2C(C(=O)O)c3ccccc3C(=O)N2Cc2ccco2)cc1 (centres undefined) | -6 | -0.8 | 0 | 4 | -1 | 4 | -7 | 3 | 4 | -2
CCCCC(=O)Nc1ccc2c(c1)nc(CCN1CCN(c3ccccn3)CC1)n2C | -1 | -0.2 | 4 | 1 | 5 | 5 | 2 | -2 | -3 | -3
CC1=C(C(=O)Nc2ccccn2)C(c2ccccc2)n2ncnc2N1 (centres undefined) | -17 | 0.4 | 0 | 1 | 0 | 3 | 1 | -5 | -4 | 5
O=C(NC1CCCCCC1)c1nc2ncccn2n1 | 14 | -0.1 | 5 | 2 | 7 | 5 | 7 | -2 | -8 | 1
O=C(O)c1ccccc1-c1ccc(C=c2sc3nc4cc(Br)cnc4n3c2=O)o1 | -14 | -0.1 | -35 | 95* | 2 | -12 | -29 | -11 | -48 | -4
Cc1cc(C(=O)CSc2ncccn2)c(C)n1Cc1ccco1 | 0 | -0.5 | -3 | 6 | 9 | -7 | 0 | 3 | 5 | -8
CCC1=C(OC(=O)N(CC)CC)N2C(=O)OC(=NCc3ccccc3)[C@]2(C)[C@H]2C1=CC[C@H]1C(=O)N(c3ccccc3)C(=O)[C@H]12 | 5 | 0.5 | 1 | -4 | -10 | 1 | -1 | -3 | 5 | -1
CCC[C@H](CN[C@@H](CNC)[C@H](C)CC)NCCc1cc(C(F)(F)F)cc(C(F)(F)F)c1 | 6 | -0.4 | -1 | 2 | 9 | 6 | 6 | 0 | 5 | -6
CCCOc1ccc(F)cc1-c1cc(C(=O)Nc2ccc(F)cc2)[nH]n1 | 4 | 0.1 | 4 | 0 | -1 | 1 | 3 | -1 | -2 | 16
O=C(Nc1nc(-c2ccc3c(c2)OCCO3)cs1)c1ccc(Br)o1 | 8 | -0.6 | 3 | -3 | -8 | -40 | -62 | 2 | -6 | -5
COC(=O)[C@H](C(C)C)N1Cc2nnn(CC3CCCCC3)c2-c2ccccc2S1(=O)=O | nt | -0.1 | 0 | 2 | -1 | 3 | 5 | -6 | 9 | nt
Cc1cc(OC(F)F)ccc1NC(=O)Nc1ccc([N+](=O)[O-])cc1 | 4 | -0.2 | 2 | 1 | -7 | 3 | 3 | -1 | -3 | 0
COc1ccccc1-n1c(SCC(=O)Nc2cc(C)on2)nc2c([nH]c3ccccc32)c1=O | 7 | 0.7 | -7 | -2 | 5 | -2 | -6 | 6 | 7 | 3
CC(C)N1C(=O)N(c2cccc(Cl)c2)C(C)(O)CC1(C)C (centres undefined) | -4 | -0.2 | 1 | 0 | -3 | 1 | -2 | 1 | 5 | 8
CCC(=O)c1ccc(OCC(O)Cn2nnc3ccccc32)cc1 (centres undefined) | -8 | 0.2 | -6 | 1 | -4 | 1 | -2 | 6 | -6 | 0

Taken from the results shown (5 entries):
SMILES | ARFGAP1 inh | KLK7 zymogen act | Rev-erbA mod | UHRF1 binding | sPLA2-III inh | PLC-gamma1 inh | PLC-beta3 inh | DDE Tn7 FP inh | DDE Tn6 FP inh | ASAP1 inh
C[C@@H](C(=O)OCC(=O)c1ccc(F)c(F)c1)N1C(=O)C2CCCCC2C1=O (some centres undefined) | 0 | 0.5 | -6 | -2 | -4 | 0 | -5 | 3 | -1 | -6
CCOC(=O)CN(C(=O)CSc1nnc(-c2ccncc2)n1CCCOC)c1ccccc1 | 10 | -0.5 | -5 | 1 | 5 | -2 | -5 | 5 | 2 | -9
CN(CC(=O)Nc1ccccc1Cl)C(=O)CSC(=S)N1CCCC1 | -6 | 0.3 | -5 | -1 | -3 | -2 | -8 | 6 | 14 | -12
O=C(NCc1ccccc1F)Nc1ccc([N+](=O)[O-])cc1 | 13 | 0.3 | -1 | 3 | -2 | 2 | 0 | 1 | 3 | -5
Cc1cccc(NNC(N)=S)c1 | 6 | 0.2 | 5 | 0 | 7 | 1 | -2 | -7 | 0 | -6

The order is random, and some 4.5% of all compounds hit somewhere here.
